# sEH inhibitor: soluble epoxide hydrolase inhibitors, primary screen, biochemical, human sEH | inhibition, % at 2 µM | actives 0.34% (n = 91,000) | Bifunctional epoxide hydrolase 2 (Homo sapiens), P34913 | recombinant human sEH enzymatic activity assay | AID 707, 2007; in the data active = inhibition above about 80%; note: values of inactives mirror those of a sister screen read the other way; many of its hits are not listed in these tables
# LYP act: LYP phosphatase activators, primary screen, biochemical, DiFMUP fluorescence, 2 µM; recombinant LYP; 0 = plate median, 100 = signal doubled; actives 0.11% (n = 96,000); activation, % at 2 µM; Tyrosine-protein phosphatase non-receptor type 22 (Homo sapiens), Q9Y2R2; AID 697, 2007;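 active = activation at 2 µM above a set limit, the mean plus 5 SD, cut at about 37% in these data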
# Target sequence (Q9Y2R2 whole entry, looked up): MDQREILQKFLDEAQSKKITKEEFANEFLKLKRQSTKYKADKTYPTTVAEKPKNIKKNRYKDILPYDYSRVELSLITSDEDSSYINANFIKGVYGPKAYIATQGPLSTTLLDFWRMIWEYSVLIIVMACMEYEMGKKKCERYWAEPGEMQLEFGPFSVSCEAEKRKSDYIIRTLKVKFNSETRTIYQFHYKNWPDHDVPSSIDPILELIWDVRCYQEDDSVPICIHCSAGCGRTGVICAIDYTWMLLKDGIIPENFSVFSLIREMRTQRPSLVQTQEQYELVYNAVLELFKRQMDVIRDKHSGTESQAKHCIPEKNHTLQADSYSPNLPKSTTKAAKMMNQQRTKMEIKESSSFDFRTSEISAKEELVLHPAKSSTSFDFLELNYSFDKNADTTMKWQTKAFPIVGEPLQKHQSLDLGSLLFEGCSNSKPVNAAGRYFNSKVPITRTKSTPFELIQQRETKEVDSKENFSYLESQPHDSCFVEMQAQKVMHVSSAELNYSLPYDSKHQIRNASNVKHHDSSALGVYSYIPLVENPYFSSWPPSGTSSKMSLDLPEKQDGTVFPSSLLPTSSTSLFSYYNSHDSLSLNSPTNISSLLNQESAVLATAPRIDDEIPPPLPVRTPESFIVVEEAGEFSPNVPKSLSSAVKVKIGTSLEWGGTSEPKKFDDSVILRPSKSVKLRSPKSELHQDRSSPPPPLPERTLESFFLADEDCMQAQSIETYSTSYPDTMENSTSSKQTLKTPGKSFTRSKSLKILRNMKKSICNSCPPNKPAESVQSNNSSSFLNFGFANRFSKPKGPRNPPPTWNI
# PostGolgi ctrl: growth inhibition of yeast control strain, primary screen, counter-screen for post-Golgi transport modulator project; inhibition, % at 10 µM; efflux-deficient yeast background strain, growth absorbance A615, 16 h; actives 5% (n = 98,000); in the data active = inhibition above about 30%
# H69AR growth 86K: proliferation blockers of H69AR lung cancer cells, primary screen, cell-based, human, 86K library | H69AR lung tumor viability, ATP luminescence, 72 h; active compounds read low | viability, % at 10 µM | actives 6% (n = 85,000);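 active = viability at or below 40%; inactive = viability above 40%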;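 note: multidrug resistant small cell line overexpressing MRP-1 efflux transporter; 100% = mean luminescence of untreated control wells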
# S1P2 agonist: S1P2 receptor agonists, primary screen, cell-based. Sphingosine 1-phosphate receptor 2 (Homo sapiens), O95136. AID 729, 2007. actives 0.46% (n = 97,000). S1P2-expressing cell line, agonist reporter read-out. activation, % at 4.5 µM; in the data active = activation above about 16%;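 note: 0% = vehicle low control and 100% = maximal reference agonist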
# Fibroblast inh: antiproliferative effect on LL 47 fibroblasts – human, LL 47 cells, CellTiter-Glo luminescence, primary screen; viability, % at 10 µM; LL 47 human lung fibroblast viability, ATP luminescence; active compounds read low; AID 719, 2007; actives 1.1% (n = 85,000);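 active = viability at or below 50% in the single dose screen; inactive = viability above 50%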;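 note: compound exposure lasted 72 h before the ATP readout; 100% = median luminescence of untreated cell-only wells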
#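 Times – overnight cell rest, 72 h compound treatment at 37 °C · Test system – human lung fibroblast line LL 47, low passage · Amount – 1,150 cells in each well · Controls – cell-only wells, no compound · Doses – 0.1% DMSO in all compound wells · Measured by – CellTiter-Glo luminescence · Buffer or medium – IMEM plus 15% FBS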
# HUVEC prolif 384: inhibitors of HUVEC proliferation, primary screen, cell-based, 384-well | actives 1.1% (n = 86,000) | viability, % at 10 µM (by protocol) | CellTiter-Glo luminescence, 72 h; active compounds read low;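 active = viability at or below 30%; inactive = viability above 30%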;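 note: 100% = median luminescence of DMSO-only cell control wells on each plate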
# sEH activator: soluble epoxide hydrolase activators, primary screen, biochemical, human sEH | purified human sEH enzymatic activity, activator screen | activation, % at 2 µM | actives 0.04% (n = 91,000) | Bifunctional epoxide hydrolase 2 (Homo sapiens), P34913 | AID 717, 2007; in the data active = activation above about 37%; note: values of inactives mirror those of a sister screen read the other way
# S1P2 blocker: human S1P2 receptor antagonists, primary screen, cell-based | actives 0.21% (n = 97,000) | inhibition, % at 5 µM | cell-based S1P2 antagonist assay, inhibition at 5 uM | Sphingosine 1-phosphate receptor 2 (Homo sapiens), O95136; in the data active = inhibition above about 45%;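 note: CRE beta-lactamase reporter cells expressing human S1P2 stimulated with S1P; 0% = agonist at EC80 alone and 100% = agonist plus reference antagonist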
# * hit, by the source's call; . = no result given. A portion of the library; rates above refer to the full screens.
SMILES,sEH inhibitor,LYP act,PostGolgi ctrl,H69AR growth 86K,S1P2 agonist,Fibroblast inh,HUVEC prolif 384,sEH activator,S1P2 blocker
CSc1nc(C)c(Oc2ccccc2)c(=O)n1C,-8.2,-4.3,15.5,89.9,-2.5,99.5,99.9,7.8,-7.0
COc1cc(C)c(Cl)cc1S(=O)(=O)NCc1ccncc1,-4.4,-3.8,-9.7,97.6,-4.2,91.2,75.1,10.0,26.4
CCOCCCn1c(=S)[nH]c2cc(C(=O)NCCN(CC)CC)ccc2c1=O,5.0,-5.5,-2.1,111.2,-6.9,92.6,93.3,-4.7,-0.7
CC1CCN(c2ncnc3c2cnn3-c2ccccc2)CC1,.,.,31.9*,57.9,-2.9,93.4,106.1,.,-0.4
Cc1n[nH]c(=S)n1/N=C/c1ccc(-c2ccccc2[N+](=O)[O-])o1,-8.7,2.4,18.2,.,-5.5,.,.,11.0,-13.1
CC(C)Cc1cc(C(=O)Nc2cc(Cl)ccc2Cl)no1,0.4,-16.5,7.6,.,-1.1,.,.,-0.6,-8.3
CCCc1nc(N2CCOCC2)c(C#N)c2c1CCCC2,5.7,-2.8,38.9*,68.4,-5.4,98.9,100.9,-4.4,-11.1
O=c1c2cc(Cl)ccc2oc2nc3n(c(=O)c12)CCCS3,-2.5,-2.4,3.9,89.7,-2.9,98.5,106.3,0.6,10.9
CCNc1oc(-c2ccc(OC)cc2)nc1S(=O)(=O)c1ccc(Br)cc1,3.6,2.7,1.0,81.7,-8.3,91.8,98.3,-1.4,-10.4
Fc1ccc(CNc2ccc(CNc3ncn[nH]3)cc2)cc1,.,.,5.8,92.2,.,104.8,94.6,.,.
CCOC(=O)c1ccccc1NC(=O)N1CCn2c(C)ccc2C1CC (configuration not stated),0.4,13.6,15.7,81.3,-2.1,103.6,110.2,-0.4,-23.0
COC(=O)c1cn(NC(=O)CC2CCCCC2)c(=O)c2ccccc12,.,.,-0.8,83.4,.,105.0,85.3,.,.
COc1ccccc1CC(=O)Nc1cc2oc3ccccc3c2cc1OC,-1.9,2.2,20.6,.,-8.3,.,.,4.9,-15.0
COc1ccc(OC)c(NC(=O)C2CCCN(S(=O)(=O)c3cccc4cccnc34)C2)c1 (configuration not stated),.,-1.1,2.4,64.6,-7.1,94.5,78.5,.,10.8
N#C/C(=C\c1cn(-c2ccccc2)nc1-c1cccnc1)c1nnc2n1CCCCC2,8.7,5.2,17.3,78.4,-1.9,104.8,96.8,-9.9,-6.5
Cc1cc(C)n2nc(NCc3cccc(Br)c3)nc2n1,.,-7.3,12.6,87.4,-3.5,96.7,78.1,.,-13.4
N#C/C(C(=O)NCc1ccco1)=C1/SC(Cc2ccc(Cl)cc2)C(=O)N1c1ccccc1 (configuration not stated),-11.6,6.2,5.8,110.2,-3.6,93.0,83.8,12.2,-14.6
Cc1cc(C)nc(SCC(=O)Nc2ccc(N3CCOCC3)cc2)n1,-1.8,0.5,9.9,93.8,-2.2,97.7,100.5,0.0,3.7
CS/C(=C\[N+](=O)[O-])Nc1ccccc1,-11.6,1.5,2.5,77.7,-6.9,91.0,96.8,12.6,-7.9
CCCC(=O)NCCc1nc2ccccc2n1C,.,.,1.1,93.6,.,100.1,101.4,.,.
C=C(C)CSc1nncn1/N=C/c1ccc(OC)cc1,-1.9,4.8,2.2,80.0,-5.5,.,93.0,3.4,1.3
CCCC(=O)NC(=S)Nc1ccccc1C(=O)OC,7.5,9.3,8.5,.,-6.0,.,.,-6.6,13.2
Cc1nc2ccc(S(=O)(=O)NC(C(=O)N3CCCCCC3)C(C)C)cc2s1 (configuration not stated),-23.6,0.5,4.2,87.6,-2.4,95.4,102.0,20.4,-7.5
CCc1ccc(-c2cc(C(F)(F)F)n3nc(C(=O)Nc4c(C)nn(Cc5ccccc5C)c4C)cc3n2)s1,-13.0,-5.4,12.6,.,-1.5,.,.,15.3,-4.9
CCOC(=O)c1ccc(NC(=O)CC2C(=O)N(c3cccc(OC)c3)C(=O)N2CCOC)cc1 (configuration not stated),14.5,-6.6,-2.0,81.4,-5.2,98.3,97.5,-12.3,-6.9
COc1cc2ncnc(NCc3ccc(C)cc3)c2cc1OC,-8.5,7.6,-2.2,.,-2.9,.,.,10.7,2.5
O=C(OC1CCN(c2ncc(C(F)(F)F)cc2Cl)CC1)c1ccccc1,-3.5,-9.0,2.7,.,-6.9,.,.,2.6,3.9
CCOC(=O)c1c(/N=C/N(C)C)sc(C(=O)OC)c1C,-7.8,0.3,12.7,91.3,-3.9,93.8,96.6,7.3,-1.5
CCc1cc2c(cc3c(=O)n(CC(=O)NCCCN(CC)CC)nc(CC)n32)s1,-6.0,12.6,-1.8,75.0,-3.4,100.2,83.4,4.8,-8.6
Cc1ccc(-c2noc(CSc3nnc(Cc4ccccc4)n3-c3ccc(Cl)cc3)n2)cc1,0.2,-19.2,36.8*,48.7,-1.3,92.8,71.5,-0.7,-14.2
Cc1c(C(=O)/C=C/c2cccs2)oc2ccc(F)cc12,-7.4,-2.2,6.7,21.4*,-4.5,88.9,84.9,5.5,-11.8
O=c1c2cnn(-c3ccccc3)c2ncn1Cc1cccc(Cl)c1,.,.,0.1,109.0,.,112.0,111.5,.,.
COCc1cc(=O)n2[nH]c(SC)nc2n1,.,.,22.4,81.7,.,106.0,104.4,.,.
Cc1ccc(S(=O)(=O)N2CCN(C(=O)c3nn(C(C)C)c(=O)c4ccccc34)CC2)cc1C,-5.2,-9.5,21.3,69.8,-5.2,90.4,89.6,8.6,10.8
O=C(C1CCCO1)N1CCN(c2ncccn2)CC1 (configuration not stated),2.3,-11.4,27.9,97.0,-1.1,99.6,91.2,1.2,-1.6
O=C(Nc1ccccc1-c1nc2ccccc2o1)c1ccc2c(c1)OCCO2,-11.5,-1.1,.,43.7,-2.3,79.4,57.0,15.8,-15.8
Cc1ccc(-n2nnnc2SCC(=O)NC(=O)Nc2ccc3c(c2)OCCO3)cc1,22.1,5.0,24.9,93.6,-5.1,96.6,82.3,-22.8,-5.4
COCCn1c(SCC(=O)Nc2ccc(S(=O)(=O)N3CCOCC3)cc2)nc2ccccc21,21.3,-5.5,5.0,83.1,-8.1,93.6,99.0,-21.9,8.8
Nc1ccc2c(c1)N1CCN=C1S2,.,2.2,13.6,98.5,-1.9,98.6,99.0,.,-10.1
OCCNCCOc1ccccc1-c1ccccc1,-3.4,5.4,1.9,76.5,-2.4,110.4,86.1,5.5,-13.4
O=C(CCCOc1ccc(Cl)cc1Cl)n1nnc2ccccc21,2.8,-9.4,.,105.2,-3.1,100.7,85.2,-2.9,-8.3
Cc1ccc(C(=O)O/N=C(\N)c2ccc(Br)cc2)cc1,-4.9,1.0,16.0,87.0,0.8,103.3,75.6,7.8,7.0
Cc1nc2n(n1)CC(O)CS2 (configuration not stated),1.8,-3.1,8.6,92.1,-6.6,103.9,98.1,-0.6,9.3
O=C(COc1ccc(Br)cc1CO)Nc1ccccc1,-6.1,-4.0,13.7,100.3,-4.2,107.2,102.8,7.4,-15.0
NC(=O)COc1ccccc1/C=C1/SC(=O)N(CC(=O)N2CCc3ccccc3C2)C1=O,-1.2,14.1,23.3,.,-7.2,.,.,2.0,-15.3

# Whole records from above. Order of screens: sEH inhibitor, LYP act, PostGolgi ctrl, H69AR growth 86K, S1P2 agonist, Fibroblast inh, HUVEC prolif 384, sEH activator, S1P2 blocker
# Profile of `COc1ccc(OC)c(NC(=O)C2CCCN(S(=O)(=O)c3cccc4cccnc34)C2)c1` (configuration not stated) : ., -1.1, 2.4, 64.6, -7.1, 94.5, 78.5, ., 10.8
# Profile of `NC(=O)COc1ccccc1/C=C1/SC(=O)N(CC(=O)N2CCc3ccccc3C2)C1=O` : -1.2, 14.1, 23.3, ., -7.2, ., ., 2.0, -15.3
# Profile of `CCOC(=O)c1c(/N=C/N(C)C)sc(C(=O)OC)c1C` : -7.8, 0.3, 12.7, 91.3, -3.9, 93.8, 96.6, 7.3, -1.5

# Further compounds:
SMILES,sEH inhibitor,LYP act,PostGolgi ctrl,H69AR growth 86K,S1P2 agonist,Fibroblast inh,HUVEC prolif 384,sEH activator,S1P2 blocker
O=C(Cn1c(=O)oc2cc(S(=O)(=O)N3CCCC3)ccc21)N1CCN(c2ccccn2)CC1,.,.,11.6,97.1,.,99.5,89.1,.,.
Cc1ccccc1OCc1nc(-c2ccc(Br)o2)no1,.,-15.0,25.6,96.7,-2.6,93.4,93.9,.,-9.5
COc1ccc(S(=O)(=O)Nc2ccc(C)cc2)cc1N(C)S(=O)(=O)c1ccc(Cl)cc1,-4.7,-12.9,4.0,.,-7.4,.,.,7.6,25.5
COc1cc(-c2c(C#N)c(N)nc(SCc3ccncc3)c2C#N)cc(OC)c1OC,.,-7.2,18.1,60.1,-6.4,85.8,74.5,.,20.2
Cc1noc(C(=O)Nc2sc3c(c2C#N)CCC3)c1Cl,.,-0.6,6.8,102.0,-9.4,98.3,53.1,.,-21.8
O=C1CN(C(=O)c2ccc(Br)o2)C(c2ccc(F)cc2)c2cc(F)ccc2N1 (configuration not stated),-8.1,-4.1,.,59.1,-2.8,87.4,77.7,8.7,-33.0
CC1CCCCN1CCNC(=O)CN1C(=O)COc2ccccc21 (configuration not stated),.,3.9,-2.5,100.8,-0.6,97.5,103.2,.,5.8
CC1CC(=O)c2cnc(N)nc2C1 (configuration not stated),1.1,-1.0,24.9,89.3,0.6,103.5,94.4,0.7,8.3
O=C(Nc1ccc(Oc2ccc(Cl)cc2)cc1)c1ncn[nH]1,.,.,17.6,111.9,.,85.5,90.3,.,.
COc1ccc(-n2c(NC(=O)c3ccc(Br)o3)c(C#N)c3nc4ccccc4nc32)cc1,-9.8,-10.0,3.4,.,12.1,.,.,10.8,-14.8
CCCSCCCNC(=O)Cn1cc2c(n1)CCC(C)C2 (configuration not stated),-6.3,10.1,17.4,97.2,-1.5,99.1,103.0,6.3,11.3
Cc1ccc(/C(N)=N/OC(=O)C23CC4CC(CC(C4)C2)C3)cc1,-4.3,8.3,20.8,.,-6.1,.,.,1.2,1.8
COc1ccc(OC)c(NC(=O)c2ccc(NS(=O)(=O)c3c(C)noc3C)cc2)c1,-12.0,4.3,5.2,.,-3.1,.,.,14.3,0.1
CCCn1c(=N)n(CC(=O)c2ccco2)c2ccccc21,-2.1,-4.8,11.8,85.7,-1.7,89.8,93.8,-0.1,19.4
COC(=O)c1ccc(C2C(C(C)=O)=C(C)Nc3ncnn32)cc1 (configuration not stated),-4.4,-7.9,-2.6,97.0,-3.7,101.0,116.8,6.2,22.4
COc1ccc(NC2=CC(=O)CC(c3ccc(C)cc3)C2)c(OC)c1 (configuration not stated),3.6,7.9,.,.,-5.9,.,.,-4.6,7.8
Cc1ccc(CNC(=O)c2cn(C3CCCCC3)c(=O)c3c2c2ccccc2n3C)o1,-4.0,1.6,6.1,50.8,-4.2,90.0,73.6,4.3,2.2
CCCn1c(C)cc(C(=O)COC(=O)c2c(C)nn(-c3ccccc3)c2C)c1C,7.3,0.9,7.3,100.2,-2.8,98.1,93.1,-5.1,-19.2
c1coc(CNc2ncnc3nc[nH]c23)c1,.,.,9.9,91.8,.,95.4,94.3,.,.
CCOC(=O)CSc1nc(N(C)C)nc(N(C)C#N)n1,3.2,-1.7,14.9,90.9,-1.4,100.2,101.8,-3.1,-19.4
O=C1C(Cl)=C(NCC2CCCO2)C(=O)N1c1ccccc1 (configuration not stated),-3.3,-6.3,17.9,83.8,-4.2,107.4,100.1,1.5,11.8
CC(C)N(C(=O)CSc1nnc(NC(=O)c2cccs2)s1)C(C)C,11.2,8.0,.,55.5,-5.1,100.3,93.7,-9.1,1.5
CCSc1nnc(N(CCC#N)CCC#N)s1,6.5,0.5,1.3,103.7,0.0,94.2,93.5,-6.7,6.0

# Source: PubChem BioAssay (several laboratories)
